core dimer inh = HCV core protein dimerization inhibition. TR-FRET GST/Flag-core106 dimerization, 1536-well. inhibition, % at 5 µM. 300,000 tested, 0.33% active;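 active means inhibition above the mean of all tested compounds plus 3 SD, set per screening campaign, cut at about 45% in these data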
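Test system: GST/Flag-tagged HCV core106 proteins; Medium: KF-containing HEPES buffer, pH 7.45, DTT, CHAPS, BSA; Times: compound-protein-antibody incubation 4 h at 22.5 °C; Detection: TR-FRET 671 and 617 nm emission; Benchmarks: wells lacking GST-core106 and wells with excess unlabelled core106.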
PP1 inh = blocks human PP1-alpha phosphatase, a PP5 counter-screen | 320,000 tested, 0.9% active | P62136 | inhibition, % at 6.7 µM | purified PP1alpha, OMFP fluorescence;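 active means inhibition above the mean inhibition of all tested compounds plus 3 SD, computed separately for each screening campaign, cut at about 15% in these data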
Fh CTSL1 inh = blocks F. hepatica cathepsin L1 in PFM18AAP counter-screen; recombinant F. hepatica cathepsin L1, Z-Leu-Arg-MCA fluorescence; inhibition, % at 5.96 µM; 300,000 tested, 0.49% active;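 active means inhibition above the mean of all tested compounds plus 3 SD, set per screening campaign, cut at about 17% in these data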;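 further: 0% = plate median of test compound wells and 100% = 1 µM Z-Phe-Ala-diazomethylketone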
LYPLA2 counter = counter-screen for PME1 inhibitors: inhibitors of human LYPLA2. AID 2177. recombinant LYPLA2, FP-Rh probe fluorescence polarization. O95372. inhibition, % at 5.9 µM. 320,000 tested, 0.38% active;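 active means inhibition above the screen-wide mean plus 3 SD, limit set per campaign, cut at about 26% in these data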;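 further: 0% = LYPLA2 with DMSO and 100% = wells lacking LYPLA2 enzyme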
Target sequence (O95372 whole entry, looked up): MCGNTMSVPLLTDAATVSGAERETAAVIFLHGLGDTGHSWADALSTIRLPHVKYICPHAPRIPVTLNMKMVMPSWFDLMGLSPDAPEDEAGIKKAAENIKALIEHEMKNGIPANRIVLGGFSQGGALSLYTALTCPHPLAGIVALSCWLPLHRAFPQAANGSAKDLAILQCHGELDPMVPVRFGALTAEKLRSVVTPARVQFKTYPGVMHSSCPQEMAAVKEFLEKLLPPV
Efflux pump inh = blocks antifungal efflux pumps in multiplex yeast assay; 330,000 tested, 0.44% active; S. cerevisiae Candida pump triplex, Nile Red efflux; inhibition, % at 10 µM;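 active means plate passing quality check with inhibition over a set limit, or well fluorescence over plate mean plus 4 SD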;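 further: Nile Red retained in pooled yeast measured as flow cytometry median fluorescence; 0% = buffer negative control and 100% = Enniatin B positive control; higher means more Nile Red kept so more efflux inhibition; some compounds called inactive have numbers as strong as hits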
TPT1 inh = C. albicans TPT1 enzyme inhibition; recombinant caTPT1, FP RNA substrate dephosphorylation; inhibition, % at 5 µM; 300,000 tested, 0.81% active; AID 1962;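 active means inhibition above the mean of all tested compounds plus 3 SD, set per screening campaign, cut at about 24% in these data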;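 further: plate controls were DMSO alone for no effect and ferristatin control at 100 nM for full effect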
JMJD2C inh = inhibitors of human GASC-1 (JMJD2C) demethylase. Q9H3R0. GST-JMJD2C(1-420) H3K9me3 demethylation, DELFIA europium. inhibition, % at 2.35 µM. 330,000 tested, 0.069% active. AID 2099;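 active means more than half of a compound's replicate wells show inhibition beyond 50%, single wells judged on their own value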;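 further: signal counts dimethyl H3K9 product captured on neutravidin plate; 0% = median of DMSO wells and 100% = 0.3 times that DMSO median; strong numbers were not always called active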
PREPL inh = inhibitors of human prolyl oligopeptidase-like enzyme PREPL. Q4J6C6. recombinant PREPL, fluorescence polarization activity-based probe. inhibition, % at 5.96 µM. 320,000 tested, 0.68% active; in the data active means inhibition above about 43%;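 further: 0% = enzyme with DMSO and 100% = wells lacking enzyme; many of its hits are not listed in these tables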
Target sequence (Q4J6C6 whole entry, looked up): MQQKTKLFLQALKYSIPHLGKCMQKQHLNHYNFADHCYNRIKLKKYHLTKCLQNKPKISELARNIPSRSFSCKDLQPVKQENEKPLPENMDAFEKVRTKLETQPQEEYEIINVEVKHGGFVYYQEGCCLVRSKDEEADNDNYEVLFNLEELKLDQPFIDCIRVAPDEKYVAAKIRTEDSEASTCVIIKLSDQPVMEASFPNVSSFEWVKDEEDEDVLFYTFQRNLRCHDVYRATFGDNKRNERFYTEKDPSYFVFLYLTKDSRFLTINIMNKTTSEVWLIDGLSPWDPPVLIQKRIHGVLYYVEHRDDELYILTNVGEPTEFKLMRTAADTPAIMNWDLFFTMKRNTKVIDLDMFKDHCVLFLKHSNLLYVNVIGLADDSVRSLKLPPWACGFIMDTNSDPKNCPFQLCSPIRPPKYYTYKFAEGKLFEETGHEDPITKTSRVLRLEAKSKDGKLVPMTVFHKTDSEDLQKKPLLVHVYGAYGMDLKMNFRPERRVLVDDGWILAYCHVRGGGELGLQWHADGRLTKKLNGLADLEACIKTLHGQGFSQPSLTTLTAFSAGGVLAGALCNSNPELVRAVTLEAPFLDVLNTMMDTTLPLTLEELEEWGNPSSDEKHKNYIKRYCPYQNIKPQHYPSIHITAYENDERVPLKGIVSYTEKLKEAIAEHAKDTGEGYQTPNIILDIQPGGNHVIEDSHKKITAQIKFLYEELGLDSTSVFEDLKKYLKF
PP5 inh = inhibitors of human protein phosphatase 5 (PP5). P53041. purified PP5c, OMFP substrate fluorescence. inhibition, % at 6.7 µM. 320,000 tested, 0.18% active. AID 1987;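 active means inhibition above the campaign's mean inhibition across all tested compounds plus 3 SD, cut at about 9.5% in these data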;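 further: 0% = DMSO only and 100% = 100 µM cantharidin control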
Active calls of the source: *; . = not tested or not shown.

SMILES	core dimer inh	PP5 inh	JMJD2C inh	TPT1 inh	Fh CTSL1 inh	Efflux pump inh	LYPLA2 counter	PP1 inh	PREPL inh
Cn1c(SCC(O)c2ccccc2)nnc1-c1ccc2ccccc2c1 (stereo not given)	-3	-0.9	-8	-3	1	0.2	-6	-1	-23
CCCCCOC(=O)Cc1c(C)nc(-c2ccccc2)[nH]c1=O	-8	2.1	5	-6	-1	0.5	4	-3	-10
CC1=C(C)[N+](=O)C2(O)CCCCC2(C)N1[O-] (stereo not given)	2	-2.7	10	-1	4	-0.1	5	0	8
COc1ccc(C2Nc3ccccc3C(=O)N2O)cc1OC (stereo not given)	-3	-1.1	-3	-4	3	0.0	-4	-1	2
CCn1c(SCC(=O)Nc2ccc(C)cc2)nnc1-c1ccccn1	1	-0.8	-4	2	1	0.1	8	-3	2
CCN(Cc1ccncc1)C(=S)Nc1ccc(Cl)cc1	3	-0.6	-1	0	4	-0.1	6	-2	13
c1cnc(Sc2ccc3nnnn3n2)nc1	-1	0.5	-1	2	0	0.2	-2	-3	4
CCOc1ccccc1NC(=O)COC(=O)CNS(=O)(=O)c1ccc(C)cc1	-5	3.9	5	-1	-38	0.2	-2	2	-3
Cc1ccc(NC(=O)COc2ccccc2)c(NC(=O)c2ccco2)c1	-3	0.2	-7	3	-2	0.1	-2	-5	1
Cc1cccc(OCCSc2nc3c([nH]2)c(=N)ncn3Cc2ccccc2)c1	-3	0.5	-3	-2	3	-0.1	-2	1	-7
Cc1cc(C)nc(N(C#N)S(=O)(=O)c2ccccc2Cl)n1	1	-1.4	-4	1	1	0.0	2	1	-2
Cc1ccc(C(=O)Nc2ccc3c(c2)CCC3)o1	-5	2.4	2	1	-2	-0.1	9	-4	17
Cc1ccc(N2C(=O)CC(Nc3ccc(Cl)c(S(=O)(=O)N(C)C)c3)C2=O)c(C)c1 (stereo not given)	4	1.0	18	1	2	0.0	-2	-2	3
COCCCNC(=O)Cn1cnc2sc(C)c(S(=O)(=O)N3CCN(c4ncccn4)CC3)c2c1=O	-2	-5.8	-4	1	12	0.7	-1	-6	12
CCCCNC(=O)CCNS(=O)(=O)c1ccc(Br)cc1	1	-2.5	1	1	0	-0.2	5	0	-7
CC(C)C(C(=O)NCc1ccco1)N(Cc1ccco1)C(=O)CNS(=O)(=O)c1ccccc1 (stereo not given)	10	-1.1	-7	2	0	0.0	-5	-4	1
Cc1ccc(CCC(=O)Nc2ccc(S(N)(=O)=O)cc2)o1	-3	1.1	5	-2	4	0.0	0	-2	1
O=[N+]([O-])c1cccc(S(=O)(=O)NCCCn2ccnc2)c1	-1	-1.4	3	-1	-1	-0.1	-6	-4	1
CCOC(=O)c1sc(NC(=O)c2ccc(S(=O)(=O)N3CCOCC3)cc2)nc1-c1ccccc1	4	-1.6	-6	1	3	0.0	-5	-4	13
Cc1oc(C)c2c(=O)ccc3c(c12)OC(N)=C(C#N)C3c1ccc(F)cc1 (stereo not given)	46*	1.6	1	31*	-6	0.2	5	-1	-1
COCCNC(=O)CN1C(=O)CSc2ccc(S(=O)(=O)N3CCOCC3)cc21	2	-1.1	-4	3	7	-0.2	-3	-1	6
O=c1[nH]c(N/N=C/c2ccc(O)cc2)nc2ccccc12	3	-0.7	7	1	1	0.0	-14	-2	22
CC(NC(=O)Nc1nnc(C(F)(F)F)s1)(C(F)(F)F)C(F)(F)F	-3	2.5	4	-7	2	-0.3	-8	3	7
CN(Cc1ccccc1)S(=O)(=O)c1cc2c3c(c1)CCN3C(=O)CC2	-2	-0.4	1	0	0	-0.1	11	-2	6
CCOc1ccccc1NC(=O)C(C)SCc1ccccc1 (stereo not given)	5	-0.1	3	-1	-2	0.1	-3	-2	0
OCCCNc1cc(-c2ccccc2)nc2cc(-c3ccc(F)cc3)nn12	8	1.2	2	-2	-2	0.1	-7	2	34
O=C(NNC(=O)[C@@H]1CCCC[C@@H]1C(=O)O)c1cccs1	-3	0.1	15	-5	1	-0.1	2	-4	13
Cc1cc2c(C)nc(N/N=C/c3ccc(F)cc3)nc2o1	7	0.1	1	-3	2	0.0	-2	-5	12
Cn1c(=O)c(=O)n(C)c2cc(S(=O)(=O)N3CCc4ccccc43)ccc21	2	1.2	19	-1	1	0.8*	1	4	9
CSCC[C@H](NC(=O)[C@H]1N2C(=O)c3ccccc3C2SC1(C)C)C(=O)NCc1ccncc1 (stereo not given in full)	5	0.8	16	-1	-1	0.0	7	-5	1

Single values from the results shown.
CCOC(=O)c1sc(NC(=O)c2ccc(S(=O)(=O)N3CCOCC3)cc2)nc1-c1ccccc1 in PP1 inh: -4
OCCCNc1cc(-c2ccccc2)nc2cc(-c3ccc(F)cc3)nn12 in Efflux pump inh: 0.1

The listing continues.
SMILES	core dimer inh	PP5 inh	JMJD2C inh	TPT1 inh	Fh CTSL1 inh	Efflux pump inh	LYPLA2 counter	PP1 inh	PREPL inh
Cc1c(NS(=O)(=O)N2CCCCC2)c(=O)n(-c2ccccc2)n1C	-1	3.2	5	-1	-2	0.1	-2	-2	1
Cc1ccc(-c2ccc(/C=C(\C#N)C(=O)Nc3cc(C)nn3-c3ccccc3)o2)cc1	0	-1.6	7	-73	1	1.5*	0	-1	1
O=C(NC(=S)Nc1ccccc1Cl)c1cncc(C#Cc2ccccc2)c1	12	0.3	17	1	5	0.1	-2	-2	-6
NC(=O)COC(=O)c1sc2cc(F)ccc2c1Cl	0	0.4	1	-2	-2	-0.2	-6	-3	-9
O=C(Cc1cccc(C(F)(F)F)c1)Nc1ccccc1N1CCCC1	-6	4.1	-11	-1	3	-0.1	6	0	4
CN(C(=O)CSc1nnc(NC2CCCCC2)s1)C1CCS(=O)(=O)C1 (stereo not given)	-1	-3.2	2	-2	-1	-0.1	0	1	5
CC1=Nc2cc(C(=O)NCCN3CCOCC3)ccc2Sc2c(C)ccc(C)c21	-3	2.7	10	-1	-10	-0.2	-3	1	-22
COc1ccc(NC(=O)CCc2ccc(OC)c(OC)c2)cn1	-2	2.2	12	-4	-1	-0.1	-2	-1	-7
CCCCN(C)C(=O)c1cn(C)c2ccc(S(=O)(=O)N(C)C)cc2c1=O	3	3.2	-10	3	3	0.1	0	-6	4
O=C(Nc1cccc(Cl)c1)NC1CC2CCC1C2 (stereo not given)	-3	2.7	44	1	-1	0.6	-1	2	-4
Cc1cc(Cl)ccc1NNC(=O)c1c(C)noc1C	-3	1.4	5	-1	-1	0.3	-4	1	1
COCCN(C(=O)COC(=O)c1ccc(C=O)cc1)c1c(N)n(Cc2ccccc2)c(=O)[nH]c1=O	14	-0.1	-6	2	-14	-0.1	2	6	1
COc1ccc2nc(NC(=O)CSc3nc(C)cc(C)n3)sc2c1	1	0.2	8	2	8	0.0	4	3	12
COc1ccc(N2CC(C(=O)Nc3ccc4c(c3)OCO4)CC2=O)cc1 (stereo not given)	-3	2.5	13	-2	-1	0.3	6	-5	6
Nc1c(-c2cccc(Cl)c2)cnn1-c1ccccc1	9	2.5	2	-1	-3	0.1	-2	-1	-6
CCCCNC(=O)C1CCC(CNS(=O)(=O)c2ccc(C)cc2)CC1 (stereo not given)	-3	-3.7	-6	-5	-2	0.1	4	-7	4
O=C1C(=O)N(CCS(=O)(=O)c2ccccc2)c2ccccc21	-12	3.5	-2	-2	7	0.1	-1	-2	20
O=C(Oc1ccc([N+](=O)[O-])cc1)c1ccc2ccccc2n1	-1	0.6	-7	-4	5	0.0	-7	-1	19
CCc1ccc(-n2c(O)cnc2Nc2nc(C)cc(C)n2)cc1	-27	2.9	2	-5	0	-0.2	5	3	20
CCCNC(=O)Cn1c(=O)oc2cc(S(=O)(=O)N3CCCC3)ccc21	4	2.9	3	-2	-6	0.0	0	-2	0
O=C(Cc1c(F)cccc1Cl)Nc1ccccc1-c1ccccc1	7	2.0	1	-2	-1	0.0	-7	-3	0
COc1ccccc1NC(=O)CSc1nnc(NC(=O)c2ccco2)s1	2	-1.4	-2	2	2	0.1	3	-2	1
O=C(NCc1ccccc1)C(c1ccco1)N(C(=O)c1csnn1)c1ccccc1F (stereo not given)	-1	2.8	-6	1	-4	-0.1	2	1	-9
CCC1Oc2ccc(C)cc2N(CC(=O)N(Cc2cccnc2)Cc2ccc(C)o2)C1=O (stereo not given)	-2	1.1	3	0	2	0.2	-3	-1	6
Clc1ccccc1OCCN1CCCCC1	4	1.8	10	-3	-3	0.0	-2	-4	-12
O=c1[nH]c2c(=O)[nH]cnc2nc1-c1ccccc1	3	-1.2	-2	3	-4	0.0	-1	0	-4
FC(F)(F)c1cnc(C(c2ccccn2)c2ncn[nH]2)c(Cl)c1 (stereo not given)	-5	-3.4	-5	1	-3	0.2	-8	-2	13
CC(C)N(C(=S)NC1CCCCC1)c1ccccc1	0	0.9	6	-3	-3	0.0	2	-2	2
CC(NC(=O)CN(Cc1ccccc1)S(=O)(=O)c1ccccc1)c1cccnc1 (stereo not given)	.	1.5	5	.	.	0.1	1	-4	-3
COc1ccc(C(=O)/C=C/c2ccccc2F)c(OC(=O)c2ccc([N+](=O)[O-])cc2)c1	0	0.6	-6	0	-3	0.0	-11	4	-4
Nc1nc2ncc(C(=O)c3cc(F)ccc3O)cc2s1	5	0.0	-2	7	0	-0.1	-4	-1	0
O=C(COC(=O)/C=C/c1ccc(C(F)(F)F)cc1)NCC1CCCO1 (stereo not given)	1	2.2	2	-2	0	0.1	6	4	3
COc1ccc(NC(=O)/C(C#N)=C\c2ccc(OCc3ccc(C(=O)O)cc3)c(OC)c2)cc1	30	3.8	-1	1	3	0.1	9	-3	0
Cc1[nH]ncc1-c1ccccc1Cl	-5	2.2	40	-2	-4	-0.3	-2	1	-8
COC(=O)c1oc2ccccc2c1N	-3	0.0	18	0	5	0.1	-3	-2	9
CCCSC1=C(C#N)C(c2cccs2)C(C(=O)Nc2ccccc2)=C(C)N1 (stereo not given)	16	4.1	-6	0	1	-0.2	-19	4	-6
Cc1c(C(=O)NCC(C)C)sc2nc(-c3ccc(F)cc3)cn12	3	-0.1	-3	-4	2	-0.1	1	3	-8
Cc1ccc(C(=O)NCC(=O)OC(C)C(=O)NC2CCCCC2C)cc1C (stereo not given)	1	-1.8	-2	-1	-10	-0.1	-11	-5	-10
O=C(NCCc1ccccn1)c1cc2ccccc2o1	8	1.8	-9	0	-2	-0.1	6	-4	-2
O=C(Nc1ccc(NC(=O)c2cccs2)cc1)c1ccccc1	5	1.4	-6	-3	-2	0.2	-11	4	5
Clc1ccc(NCc2nncn2-c2ccccc2)cc1	-4	1.5	5	-3	-4	0.0	8	0	-1
CCOC(=O)C1CCN(C(=O)C(CCSC)NC(=O)c2ccccc2OC)CC1 (stereo not given)	.	-0.1	4	.	.	0.1	-5	-1	-2
CCOC(=O)CCC(=O)NCc1ccc2c(c1)cc(C)n2C	5	4.4	35	-8	-2	0.0	-13	1	12

Bioassay records deposited in PubChem BioAssay by several laboratories.

A portion of the library; rates above refer to the full screens.
